APOBEC3A inh: blocks human APOBEC3A ssDNA deamination; P31941; recombinant A3A, FAM/TAMRA ssDNA deamination fluorescence; inhibition, % at 20 µM; 330,000 tested, 0.41% active;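 active = at least 40% inhibition at 20 µM here, with at most 30% in a related deaminase screen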;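 also: plate controls were A3A with DMSO for no effect and wells lacking A3A enzyme for full effect; some results filed as inactive read as strong as hits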
mIAP act: mouse IAP activation | muIAP, CDP-Star luminescence, 30 min; hits give high values; 1 = vehicle-only enzyme signal, 0 = enzyme-free wells | activation factor at 10 µM | 330,000 tested, 0.24% active;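 active = activation factor of at least 2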; also: the source names both 10 and 20 µM as test concentration; values of inactives mirror those of a sister screen read the other way
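System: Mouse IAP enzyme | Also added: CDP-Star substrate | Dosing: Compounds dispensed in DMSO | Schedule: 30 min enzyme-substrate-compound incubation at room temperature | Technique: Chemiluminescence readout | Control set: DMSO-only wells and no-enzyme negative control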
hIAP block: human IAP inhibition | P09923 | purified IAP, CDP-Star luminescence, 30 min | inhibition, % at 10 µM | 330,000 tested, 0.12% active | AID 2544;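 active = inhibition reaching a set limit with compound at 10 µM in the primary screen, cut at about 35% in these data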;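 also: plate controls were DMSO wells with enzyme for no effect and no-enzyme buffer wells for full effect; values of inactives mirror those of a sister screen read the other way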
Target sequence (P09923 whole entry, looked up): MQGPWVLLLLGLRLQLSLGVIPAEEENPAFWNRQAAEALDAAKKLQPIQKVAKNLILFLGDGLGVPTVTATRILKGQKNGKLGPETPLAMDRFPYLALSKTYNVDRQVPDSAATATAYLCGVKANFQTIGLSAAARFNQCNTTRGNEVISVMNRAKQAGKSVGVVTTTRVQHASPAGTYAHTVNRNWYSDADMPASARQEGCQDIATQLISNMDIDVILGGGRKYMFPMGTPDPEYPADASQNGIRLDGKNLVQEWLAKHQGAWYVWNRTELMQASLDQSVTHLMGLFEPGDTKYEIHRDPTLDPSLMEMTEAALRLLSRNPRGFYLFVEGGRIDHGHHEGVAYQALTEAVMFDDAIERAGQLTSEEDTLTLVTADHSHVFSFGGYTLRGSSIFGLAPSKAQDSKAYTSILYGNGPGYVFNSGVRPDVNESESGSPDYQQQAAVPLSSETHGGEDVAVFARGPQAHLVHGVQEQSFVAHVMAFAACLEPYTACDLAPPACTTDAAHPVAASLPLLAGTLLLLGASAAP
NALP3 yeast inh: blocks the NALP3 inflammasome reconstituted in yeast. 330,000 tested, 0.39% active. inhibition, % at 10 µM. Yeast reconstituted NLRP3/ASC/caspase-1, beta-gal luminescence, 24 h. AID 2825;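 active = inhibition of 50% or more; inactive = inhibition below 50%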;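 also: plate controls were induced DMSO wells for no effect and uninduced yeast grown without galactose for full effect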
tim10-1 inh: tim10-1 yeast growth inhibition. inhibition, % at 20 µM. 330,000 tested, 2.2% active. S. cerevisiae tim10-1 ts strain growth, BacTiter-Glo, 24 h;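 active = inhibition of at least 40%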;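 also: mutant grown at 25 °C; 0% = DMSO wells with yeast and 100% = wells holding no yeast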
MIN6 prolif: MIN6 beta-cell proliferation induction. MIN6 cells proliferation, ATPlite luminescence, 48 h; cells starved in 0.2% serum; 100% = growth in 10% serum. proliferation, % at 10 µM. AID 2380. 330,000 tested, 0.29% active;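 active = compounds whose signal lies at least 3.5 SD above the mean of all wells on their plate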;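 also: 0% = DMSO-treated cells in low-serum medium and 100% = 10% serum control; some compounds called inactive have numbers as strong as hits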
APOBEC3G inh: blocks human APOBEC3G single-stranded DNA deamination. Q9HC16. recombinant A3G, ssDNA deamination FAM/TAMRA fluorescence. 330,000 tested, 0.28% active. inhibition, % at 20 µM;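 active = inhibition of at least 40% at 20 µM, with no more than 30% in the related APOBEC3A deaminase screen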;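 also: plate controls were DMSO wells with A3G for no effect and wells lacking A3G enzyme for full effect; some compounds called inactive have numbers as strong as hits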
Target sequence (Q9HC16 whole entry, looked up): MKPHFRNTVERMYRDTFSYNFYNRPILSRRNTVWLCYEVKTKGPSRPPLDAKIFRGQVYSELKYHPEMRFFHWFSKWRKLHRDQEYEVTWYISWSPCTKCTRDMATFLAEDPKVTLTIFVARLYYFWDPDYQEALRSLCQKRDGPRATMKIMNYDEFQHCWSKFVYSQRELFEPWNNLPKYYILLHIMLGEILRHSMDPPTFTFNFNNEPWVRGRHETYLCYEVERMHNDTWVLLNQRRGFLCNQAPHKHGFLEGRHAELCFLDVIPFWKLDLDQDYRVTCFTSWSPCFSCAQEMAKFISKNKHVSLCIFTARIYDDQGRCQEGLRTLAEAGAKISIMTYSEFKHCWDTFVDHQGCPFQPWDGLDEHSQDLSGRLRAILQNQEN
TIM10 inh: inhibits growth of TIM10 yeast strain. AID 463195. inhibition, % at 10 µM. S. cerevisiae TIM10 strain growth, BacTiter-Glo luminescence, 24 h. 330,000 tested, 1.4% active;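 active = inhibition of 40% or more at the single tested concentration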;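 also: wild-type TIM10 isogenic control strain grown at permissive 25 °C; 0% = DMSO yeast wells and 100% = minimal medium wells without yeast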
mIAP inh: mouse IAP inhibition. AID 2806. purified mouse IAP, CDP-Star luminescence, 30 min. inhibition, % at 10 µM. 330,000 tested, 0.2% active;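 active = inhibition of at least 40% at 10 µM in the primary screen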;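 also: plate controls were DMSO with enzyme for no effect and no enzyme wells for full effect; values of inactives mirror those of a sister screen read the other way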
Starred values were filed as active, the others as inactive; . = no result given.

SMILES	APOBEC3A inh	mIAP act	hIAP block	NALP3 yeast inh	tim10-1 inh	MIN6 prolif	APOBEC3G inh	TIM10 inh	mIAP inh
N#CC(c1ccccc1)c1cccc(Cl)n1 (stereo not given)	-1	0.97	-3	-42	12	-3	-6	-9	3
CCNc1c([N+](=O)[O-])c(=O)n(CC)c2ccccc12	2	1	-14	7	-1	0	0	-1	-2
CC1(C)Cn2c(nc(=O)c3c2NCN(CCc2ccccc2)C3)S1	2	1.1	-20	3	13	0	-7	10	-13
N#Cc1c(NCCO)nc(NCc2ccccc2)c2c1CCN(Cc1ccccc1)C2	4	1	-4	13	15	-3	-2	6	-4
Cn1c(NC(=O)CC2CCCCC2)cc(=O)n(C)c1=O	3	0.92	14	21	18	0	11	0	8
COc1cc(C(=S)N2CCN(c3ccccc3Cl)CC2)cc(O)c1O	-3	0.87	6	20	3	-7	-1	19	13
Cc1cnc(NC(=O)CSc2nnc(-c3cccs3)n2C)s1	-4	1.1	-6	-9	8	-3	-7	-9	-6
CCCCc1nnc(NC(=O)C2=COCCO2)s1	-4	0.96	-23	16	8	1	-2	3	4
CC(C)N1CCN(Cc2cccn2-c2cccnc2)CC1CCO (stereo not given)	-2	0.95	-4	18	11	-1	-4	-7	5
CC(=O)Nc1ccc(S(=O)(=O)NNC(=O)c2cc3c4ccccc4n(C)c3s2)cc1	0	0.95	-6	-7	-3	0	0	-7	5
CCOc1ccc(S(=O)(=O)N/N=C(\C)c2ccc(Cl)c(Cl)c2Cl)cc1	2	0.94	-4	-8	10	-5	-4	17	6
COc1ccc(-c2oc(=O)c3cc(OC)c(OC)cc3c2C(F)(F)F)cc1	-3	0.92	5	-2	3	0	-8	1	8
Cc1ccc2c(c1C)OC(=O)CC2c1ccccc1 (stereo not given)	-5	1.1	-6	14	5	1	12	2	-5
Cc1cc(C)n2nc(C(=O)Nc3cccnc3)nc2n1	-3	0.99	-6	-1	-20	-3	-4	2	1
COc1ccc(C)cc1NC(=O)NC1CCCc2ccccc21 (stereo not given)	2	1.2	0	15	-1	-3	-5	8	-19
COCCNC(=O)CN(Cc1ccc(OC)cc1)C(=O)CCC(=O)Nc1nccs1	1	1	0	23	19	4	-6	-28	-1
Cc1ccc(C(=O)N2CCN(c3ccccc3)CC2)cc1C	-6	0.98	16	24	26	1	-8	19	2
CCOCc1nnc(NC(=O)c2cc(OC)c(OC)cc2[N+](=O)[O-])s1	1	1	-18	16	-2	3	-4	-11	0
COc1ccc(C/C(C)=N/NS(=O)(=O)c2ccc(Br)cc2)cc1	-1	0.89	-1	-12	3	0	-8	13	11
O=C(CSc1ncccn1)Nc1cccc(S(=O)(=O)N2CCOCC2)c1	-3	0.96	4	16	7	-2	-7	1	4
CCOC(=O)c1ccc(NC(=S)Nc2ccc(Br)cc2N)cc1	-4	0.98	-9	26	-25	0	4	-13	2
CN(Cc1ccccc1)C(=O)c1ccc(NC2=NC3CS(=O)(=O)CC3S2)cc1 (stereo not given)	-2	1	0	4	-10	4	-13	5	-2
COc1ccc(-c2cnnc(N/N=C/c3ccc(C)o3)n2)cc1	-1	0.94	-15	26	-17	1	-9	23	6
COC(=O)c1cc(OC)c(OC)cc1NC(=O)c1csc(C)c1	-3	0.94	-25	8	16	9	-2	12	6
COC(=O)CCSCC(=O)Nc1ccc(C)c(S(=O)(=O)N2CCCCC2)c1	5	0.91	-7	17	3	-2	1	-19	9
COc1ccc(Cl)cc1NC(=O)C1Cc2cc(S(=O)(=O)N3CCCC3)ccc2N1C(C)=O (stereo not given)	-5	1	-2	-2	9	1	-6	2	0
O=C(N/N=C/c1ccc(O)cc1)c1cc(C2CC2)[nH]n1	-3	1.1	7	6	11	-2	-7	4	-7
CCOC(=O)N1CCC(N2CCN(S(=O)(=O)c3ccc(C)cc3)CC2)CC1	-5	1.1	-2	9	10	-2	-6	-2	-9
CCOc1ccc(CCNC(=O)CSc2n[nH]c(N)n2)cc1OCC	-2	0.85	13	6	1	4	-5	3	15
Cc1cccc(C)c1NC(=O)CSC(=S)N1CCCC1	-5	1	-20	29	-1	3	-12	5	0

For convenience, part of the list above.
SMILES	APOBEC3A inh	mIAP act	hIAP block	NALP3 yeast inh	tim10-1 inh	MIN6 prolif	APOBEC3G inh	TIM10 inh	mIAP inh
CCOC(=O)N1CCC(N2CCN(S(=O)(=O)c3ccc(C)cc3)CC2)CC1	-5	1.1	-2	9	10	-2	-6	-2	-9
CCOc1ccc(CCNC(=O)CSc2n[nH]c(N)n2)cc1OCC	-2	0.85	13	6	1	4	-5	3	15
Cc1cccc(C)c1NC(=O)CSC(=S)N1CCCC1	-5	1	-20	29	-1	3	-12	5	0

Next results.
SMILES	APOBEC3A inh	mIAP act	hIAP block	NALP3 yeast inh	tim10-1 inh	MIN6 prolif	APOBEC3G inh	TIM10 inh	mIAP inh
Cc1cc(C)c(C#N)c(=N)o1	-2	0.76	3	-1	9	-4	58*	0	24
O=C(Cc1ccc([N+](=O)[O-])cc1)Nc1cccc(C(=O)N2CCCCC2)c1	-1	1	6	16	5	-4	-5	2	-1
Cc1nn(CC(=O)Nc2c(F)c(F)cc(F)c2F)c(=O)c2cccn12	-5	0.98	12	13	9	1	-8	0	2
Cc1cccc(CN2CCCC(C(=O)N3CCc4ccccc4C3)C2)c1 (stereo not given)	0	1	-14	15	13	-4	2	17	-4
Cc1nc(-c2ccc(C(F)(F)F)cc2)sc1C(=O)NN	-2	0.88	-6	21	37	-5	-2	32	12
COc1ccc(-c2nnc(SCC(=O)O)n2C)cc1OC	-1	0.93	-2	2	17	-2	-5	16	7
COc1ccc(C2CC3(CC(C)(C)NC(=O)N3)Oc3cc(O)ccc32)cc1 (stereo not given)	-4	0.99	-10	-5	11	-1	-6	-2	1
COC(=O)c1ccccc1NC(=O)c1cnn2c(C)cc(C)nc12	-2	0.91	1	25	32	1	-3	17	9
CCN(CC)c1ccc(NC(=O)/C=C\c2ccccc2Cl)cc1	-3	1	-25	33	-8	-2	-2	8	-1
COc1ccc(CC(=O)N(C)Cc2ccc(Cl)cc2)cc1S(=O)(=O)N1CCOCC1	0	0.99	0	-10	-10	0	-3	5	1
Cc1cc(C(=O)NNC(=O)C(CCC(N)=O)NS(=O)(=O)c2ccc(Cl)cc2)c(C)o1 (stereo not given)	-1	0.83	-84	2	-9	-1	0	3	17
CSc1ccc(C2(O)Cc3cccc[n+]3C2c2ccccc2)cc1 (stereo not given)	-2	0.94	8	-1	14	0	-7	11	6
Cc1cc(NC(=O)CN2C(=O)N(C)C3(CCCCC3)C2=O)ccc1Br	-6	1.1	5	18	15	-1	-9	3	-5
O=C(NCc1ccccc1)[C@@H]1CSC2c3ccccc3C(=O)N21 (stereo not given in full)	-2	0.99	17	0	4	-2	-3	7	0
Cc1ccc(NC(=O)N2CCC(O)(c3cccnc3)CC2)cc1	-5	1.1	-8	12	-3	-1	-4	4	-7

Five records picked at random from the list so far:
SMILES	APOBEC3A inh	mIAP act	hIAP block	NALP3 yeast inh	tim10-1 inh	MIN6 prolif	APOBEC3G inh	TIM10 inh	mIAP inh
COc1ccc(C2CC3(CC(C)(C)NC(=O)N3)Oc3cc(O)ccc32)cc1 (stereo not given)	-4	0.99	-10	-5	11	-1	-6	-2	1
O=C(Cc1ccc([N+](=O)[O-])cc1)Nc1cccc(C(=O)N2CCCCC2)c1	-1	1	6	16	5	-4	-5	2	-1
COC(=O)c1ccccc1NC(=O)c1cnn2c(C)cc(C)nc12	-2	0.91	1	25	32	1	-3	17	9
Cc1cc(C(=O)NNC(=O)C(CCC(N)=O)NS(=O)(=O)c2ccc(Cl)cc2)c(C)o1 (stereo not given)	-1	0.83	-84	2	-9	-1	0	3	17
Cc1cccc(CN2CCCC(C(=O)N3CCc4ccccc4C3)C2)c1 (stereo not given)	0	1	-14	15	13	-4	2	17	-4

Entries listed so far that bear a hit mark in APOBEC3G inh:
| structure | APOBEC3A inh | mIAP act | hIAP block | NALP3 yeast inh | APOBEC3G inh | TIM10 inh | mIAP inh |
| --- | --- | --- | --- | --- | --- | --- | --- |
| Cc1cc(C)c(C#N)c(=N)o1 | -2 | 0.76 | 3 | -1 | 58* | 0 | 24 |

Following part
SMILES	APOBEC3A inh	mIAP act	hIAP block	NALP3 yeast inh	tim10-1 inh	MIN6 prolif	APOBEC3G inh	TIM10 inh	mIAP inh
CC1C(=O)N2CCCc3cc(NS(=O)(=O)c4ccccc4)cc1c32 (stereo not given)	0	1.1	-26	15	7	1	4	11	-6
COc1cc(/C=C/C(=O)c2ccc(O)cc2)ccc1OCC#N	3	1.1	21	-5	17	-6	-10	12	-11
CCN(CC(=O)NC(=O)NCc1ccccc1)CC(=O)Nc1cc(Cl)ccc1C	0	1	-32	21	-2	-1	-2	3	-5
CCCNC(=O)C(Cc1ccccc1F)NC(=O)c1ccc(C#N)cc1 (stereo not given)	-3	1	-4	14	9	1	-9	6	-5
O=C(Cc1nnc(NC(=O)Nc2ccc(F)cc2)s1)NCc1ccccc1	-4	0.93	6	9	-13	2	-5	10	7
Cc1ccc(S(=O)(=O)c2c(N)n(Cc3ccco3)c3nc4ccccc4nc23)cc1	-6	0.84	8	-1	16	-5	-10	15	16
CCC(C(=O)NCC1CCCO1)N(C(=O)c1snc(C(N)=O)c1N)c1ccc(Cl)cc1 (stereo not given)	-4	1.1	8	-4	22	-1	1	-1	-8
CC[C@]12c3[nH]c4cc(CCC(=O)N(C)C)ccc4c3CCN1C(=O)[C@@H](CC(=O)NCCC1=CCCCC1)C[C@@H]2C(=O)N1CCN(C(=O)c2ccco2)CC1	0	1	.	.	14	.	2	-5	-5
CC(C)=CCC/C(C)=C/C=N/NC(=O)c1cccc([N+](=O)[O-])c1	-1	0.96	-11	-6	-4	-4	-2	-15	4
CC1CC(C)CN(C(=O)CCCn2c(=S)[nH]c3ccccc3c2=O)C1 (stereo not given)	-3	0.99	16	17	29	0	-3	43*	1
Cc1nc(-c2ccncc2)sc1C(=O)Nc1ccc(Cl)cc1	-1	0.92	9	11	10	-3	-3	1	8
Cc1ccc(NC(=O)C(c2ccccc2)c2ccccc2)c(O)c1	-5	1	6	4	31	-3	-9	20	0
N#Cc1ccsc1NC(=O)CN1CCN(Cc2ccccc2)CC1	3	0.94	1	2	10	-2	-4	10	6
Cc1cccc(C(=O)N2CC3(C)CC2CC(C)(C)C3)c1 (stereo not given)	0	1.1	14	14	11	-1	-1	10	-10
CCOc1ccc(Br)cc1S(=O)(=O)Nc1ccc(C(=O)OCC(=O)N(C)c2ccccc2)cc1	0	0.99	3	-14	-1	-4	-4	20	1
Cc1nn(CC(=O)Nc2ccc(Br)cc2F)c(=O)c2cccn12	-5	0.92	6	13	-14	-1	-2	1	8
Nc1ccn(CC(=O)NCCCc2ccccc2)c(=O)n1	4	1.1	9	14	-7	-1	3	1	-6
CN(CC(=O)NNC(=O)CNC(=O)c1ccccc1Cl)S(=O)(=O)c1ccc(Cl)cc1	1	1.1	3	8	4	-4	2	-7	-5

Bioassay records (PubChem BioAssay)
